Bioassay records as filed in PubChem.
FLuc stim CS – firefly luciferase counter-screen for stimulation assays; P08659; ATPlite luciferase biochemical, luminescence, 10 min; 0 = ATP-free wells, 1 = DMSO control; activation factor at 10 µM; 200,000 tested, under 10 active; AID 1027;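 active = luciferase activation factor, scaled between plate controls, of at least 2 with compound at 10 µM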
Target sequence (P08659 whole entry, looked up): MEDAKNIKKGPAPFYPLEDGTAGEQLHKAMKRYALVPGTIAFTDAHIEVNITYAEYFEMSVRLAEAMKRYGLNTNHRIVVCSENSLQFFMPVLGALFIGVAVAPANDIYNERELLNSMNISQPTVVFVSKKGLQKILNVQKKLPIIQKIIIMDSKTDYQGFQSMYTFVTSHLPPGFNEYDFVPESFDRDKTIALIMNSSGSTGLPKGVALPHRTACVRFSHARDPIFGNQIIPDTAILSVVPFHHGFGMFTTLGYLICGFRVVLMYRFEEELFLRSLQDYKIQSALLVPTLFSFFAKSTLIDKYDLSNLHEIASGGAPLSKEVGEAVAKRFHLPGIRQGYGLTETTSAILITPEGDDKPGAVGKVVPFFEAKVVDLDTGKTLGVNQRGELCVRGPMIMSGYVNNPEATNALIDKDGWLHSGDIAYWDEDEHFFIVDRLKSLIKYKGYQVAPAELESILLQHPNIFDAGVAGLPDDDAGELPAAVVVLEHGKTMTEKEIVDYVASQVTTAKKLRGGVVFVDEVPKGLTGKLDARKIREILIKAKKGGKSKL
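Material: luciferase plus luciferin reagent, cell-free. Medium: PBS buffer for ATP. Also added: ATP substrate, dispensed from a 10.24 µM working solution in PBS. Doses: test compounds dosed from 2 mM stocks in 100% DMSO. Incubation: 10 min post-reagent at room temperature. Technique: light output (luminescence). Read-out basis: luminescence gain marking luciferase activators.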
FLuc inh counter – counter-screen for luciferase assay inhibitors: firefly luciferase inhibition | inhibition, % at 10 µM | hit rate 1.5% among 200,000 | ATPLite firefly luciferase biochemical luminescence, 10 min | P08659;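 active = inhibition above about 50% when tested at 10 µM, limit read from the data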
APP transl inh – APP translation inhibition. hit rate 0.82% among 190,000. SH-SY5Y APP 5'UTR-luciferase reporter, luminescence. inhibition, % at 2 µM;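 active = inhibition above a set limit, derived from the sample mean plus 3 SD, cut at about 45% in these data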; note: values of inactives mirror those of a sister screen read the other way
TNAP act hi DEA – TNAP (human) activation, high acceptor; P05186; purified TNAP, CDP-star luminescence, 1 M DEA, 30 min; stronger effect = higher value; 0 = EDTA background, 1 = DMSO-only activity; activation factor at 20 µM; 200,000 tested, under 10 active; AID 1136;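 active = activation factor at least 2 at 20 µM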
Target sequence (P05186 whole entry, looked up): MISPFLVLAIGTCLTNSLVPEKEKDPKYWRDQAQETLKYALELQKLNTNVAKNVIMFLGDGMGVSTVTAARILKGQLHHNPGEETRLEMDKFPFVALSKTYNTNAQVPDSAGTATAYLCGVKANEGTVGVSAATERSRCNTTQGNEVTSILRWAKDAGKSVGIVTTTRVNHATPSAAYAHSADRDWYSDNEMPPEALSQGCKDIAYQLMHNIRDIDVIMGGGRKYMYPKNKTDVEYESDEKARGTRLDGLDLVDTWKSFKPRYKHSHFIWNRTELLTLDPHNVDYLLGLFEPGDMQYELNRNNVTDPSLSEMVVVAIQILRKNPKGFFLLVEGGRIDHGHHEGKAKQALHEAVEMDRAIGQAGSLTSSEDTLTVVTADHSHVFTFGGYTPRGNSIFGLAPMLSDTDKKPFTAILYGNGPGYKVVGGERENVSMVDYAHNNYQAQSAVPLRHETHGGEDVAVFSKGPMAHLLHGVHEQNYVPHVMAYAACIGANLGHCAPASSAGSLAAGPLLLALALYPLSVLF
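system = human TNAP | amount = enzyme diluted 1/800 final | reagent = 100 µM CDP-star substrate | signal = luminescent substrate turnover signal | dosing = one dose, 20 µM | benchmarks = EDTA negative control, DMSO positive control | measure = activation factor | timing = 30 min reaction, room temperature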
L major viab – reduces viability of Leishmania major promastigotes; resazurin fluorescence viability; inhibition, % at 10 µM; hit rate 9% among 200,000; in the data active = inhibition above about 50%;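 note: promastigotes grown with compound for 44 hours at 28 °C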
bIAP activator – increases bovine intestinal alkaline phosphatase activity; activation factor at 20 µM; purified bovine IAP, CDP-star luminescence, 30 min; stronger effect = higher value; fold of DMSO-control signal, blank-subtracted; hit rate 0.17% among 200,000;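 active = activation factor of 2 or more at 20 µM, a signal rise over negative controls twice the positive control's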
TNAP inh hiacc – blocks human TNAP under high phosphate acceptor concentration; inhibition, % at 20 µM; purified TNAP, CDP-star luminescence, 1 M DEA; AID 1135; hit rate 0.03% among 200,000; P05186;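 active = over 50% inhibition of tissue-nonspecific alkaline phosphatase at 20 µM in the single-dose screen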;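 note: plate controls were DMSO wells for no effect and EDTA-quenched wells as full inhibition for full effect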
bIAP inhibitor – blocks bovine intestinal alkaline phosphatase activity; inhibition, % at 20 µM; purified bovine IAP, CDP-star luminescence, 30 min; 190,000 tested, under 10 active;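 active = over 50% inhibition of intestinal alkaline phosphatase at 20 µM in the single-dose screen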
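System: Purified bovine intestinal alkaline phosphatase (IAP) enzyme | Input: IAP diluted 1/65,000,000 in the well | Also added: CDP-star chemiluminescent phosphatase substrate, 30 µM final | Dosing: 20 µM single dose | Times: Enzyme reaction for 30 min at room temperature | Detection: Luminescence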
TNAP inh no acc – blocks human TNAP activity with no phosphate acceptor present. P05186. purified TNAP, CDP-star luminescence, 30 min. inhibition, % at 20 µM. hit rate 0.26% among 200,000;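 active = tissue-nonspecific alkaline phosphatase inhibition above about 50% at 20 µM in the single-dose screen, limit read from the data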;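 note: 0% = DMSO negative control and 100% = EDTA positive control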
RAM inhibit – yeast RAM network inhibition | S. cerevisiae dse1pr::URA3 reporter, 5-FOA growth OD615, 2 d; analog-sensitive cbk1-as2 kinase mutant strain | inhibition, % at 50 µM | hit rate 1.8% among 190,000;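 active = inhibition above a set limit, 3 SD over mean compound inhibition, cut at about 8.4% in these data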;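 note: 0% = DMSO-only wells with no growth and 100% = 10 µM 1-NA-PP1 full growth; inhibition rescues growth on 5-FOA so higher OD means more RAM inhibition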
The depositor's hits bear a star.

SMILES	FLuc stim CS	FLuc inh counter	APP transl inh	TNAP act hi DEA	L major viab	bIAP activator	TNAP inh hiacc	bIAP inhibitor	TNAP inh no acc	RAM inhibit
CCOC(=O)c1c(NC2OC(=O)c3c2ccc(OC)c3OC)sc(C(=O)OC(C)(C)C)c1C (stereo not given)	1	-2	-49	1	5	1	-3	-1	-4	0.3
CC(C)c1ccc(S(=O)(=O)Nc2ccc(SC(F)F)cc2)cc1	1	-5	6	1	-10	0.7	-3	26	-6	5.2
O=S(=O)(NCCSc1ccccc1)c1ccc2c(c1)OCCO2	1	-1	12	1	-6	0.5	-4	46	-7	1.4
O=[N+]([O-])c1cccc(NC(=S)NCc2ccncc2)c1	1	-3	10	1	1	1.3	0	-27	-1	0.7
COc1ccc(CC(NC(C)=O)C(=O)NC2CCN(c3nc(C)cc(C)c3C#N)CC2)cc1 (stereo not given)	1.1	-7	6	1	-4	1.1	-2	-7	-7	-0.9
Cc1ccc2c(CC(=O)N3CCOCC3)coc2c1	1	-1	1	1	-1	1.1	-1	-6	-1	-0.2
CS(=O)(=O)N(CC(=O)NC1CC2CCC1C2)c1ccc(Oc2ccccc2)cc1 (stereo not given)	1	-3	1	1	36	1	-3	4	-12	1.1
O=C(CN1CCN(Cc2ccc3c(c2)OCO3)CC1)Nc1ccc2c(c1)OCO2	1	0	6	1	92*	1	2	2	-1	1.2
O=C(O)CCOc1ccc2c(c1)OCCO2	1	-2	0	1	-14	0.9	-3	6	-17	1.1
CCSc1nc(-c2ccc(OC)cc2)n(-c2nc3ccccc3s2)n1	1.1	-7	9	1	7	0.9	-5	6	-14	4.4

Three structures out of the list, sorted by SMILES length, ascending.
SMILES	FLuc stim CS	FLuc inh counter	APP transl inh	TNAP act hi DEA	L major viab	bIAP activator	TNAP inh hiacc	bIAP inhibitor	TNAP inh no acc	RAM inhibit
Cc1ccc2c(CC(=O)N3CCOCC3)coc2c1	1	-1	1	1	-1	1.1	-1	-6	-1	-0.2
CCSc1nc(-c2ccc(OC)cc2)n(-c2nc3ccccc3s2)n1	1.1	-7	9	1	7	0.9	-5	6	-14	4.4
CS(=O)(=O)N(CC(=O)NC1CC2CCC1C2)c1ccc(Oc2ccccc2)cc1 (stereo not given)	1	-3	1	1	36	1	-3	4	-12	1.1

A second format for part of the listing above:
SMILES | FLuc stim CS | FLuc inh counter | APP transl inh | TNAP act hi DEA | L major viab | bIAP activator | TNAP inh hiacc | bIAP inhibitor | TNAP inh no acc | RAM inhibit
O=[N+]([O-])c1cccc(NC(=S)NCc2ccncc2)c1 | 1 | -3 | 10 | 1 | 1 | 1.3 | 0 | -27 | -1 | 0.7
COc1ccc(CC(NC(C)=O)C(=O)NC2CCN(c3nc(C)cc(C)c3C#N)CC2)cc1 (stereo not given) | 1.1 | -7 | 6 | 1 | -4 | 1.1 | -2 | -7 | -7 | -0.9
Cc1ccc2c(CC(=O)N3CCOCC3)coc2c1 | 1 | -1 | 1 | 1 | -1 | 1.1 | -1 | -6 | -1 | -0.2

More entries.
SMILES	FLuc stim CS	FLuc inh counter	APP transl inh	TNAP act hi DEA	L major viab	bIAP activator	TNAP inh hiacc	bIAP inhibitor	TNAP inh no acc	RAM inhibit
CCn1c(C)c(C(C)=O)c(SC)nc1=S	1	-2	-1	0.9	-1	0.9	9	5	-10	1.7
CCc1ccc(CN(C)C(=O)CCc2nc3ccccc3n(-c3ccc(OC)cc3)c2=O)cc1	1	-3	-3	1	49	1.1	-2	-7	1	1.8
O=C(NC(=S)Nc1ccccc1O)c1ccccc1Cl	0.8	22	-14	1	13	0.6	-2	38	-5	-0.4
Cc1ccc(Cl)cc1N1CCN(C(=O)Cc2csc(Nc3nc(=S)[nH]c4ccccc34)n2)CC1	1	-5	6	1	14	1.1	-1	-7	-14	3.2
CC(=O)n1nc(-c2ccc(Cl)cc2)nc1NCc1ccco1	1	-4	-15	1	-3	1	-1	0	14	1.7
CC1CCCCC1NC(=O)C1CCN(S(=O)(=O)N2CCCCCC2)CC1 (stereo not given)	1	-2	-3	1.1	4	0.9	-6	5	-7	2.7
O=C(NC(=S)Nc1ccccn1)c1ccc([N+](=O)[O-])cc1	0.4	59*	-127	1	34	0.9	-1	9	4	2.6
CN(C=O)CP(=O)(O)CN1CCCCC1	1	-1	8	1	3	1	-3	-3	-5	1.5
CCC(NC(=O)/C(=C\c1ccc2c(c1)OCO2)NC(C)=O)C(=O)O (stereo not given)	1	0	9	1	40	0.9	2	7	-8	1.8
O=C(COC(=O)C(O)c1ccccc1)c1ccc2c(c1)OCCO2 (stereo not given)	0.2	84*	-5	1.1	-6	0.9	-5	13	-13	1.2
Nc1nc2n(c1C(=O)c1ccccc1)CCC2	1	-3	-7	1	-1	1	-3	2	-11	3.1
Cc1ccc(NC(=O)C(SCC(=O)O)c2ccccc2)cc1C (stereo not given)	1	-2	1	1	-3	0.8	-2	15	-12	-0.7
O=C(c1ccco1)N1CCN(C(=O)c2snc3ccc(Cl)cc23)CC1	1	-5	6	1.1	-5	0.9	-9	6	0	1.8
COc1ccc(C(=O)N2CC(=O)N(CCc3ccccc3)C(=O)C2)cc1OC	1	-1	-6	1	-3	0.9	-1	6	-15	0.7
COc1ccccc1NC(=O)c1ccc(NC(=O)CN(C)Cc2ccccc2F)cc1	1	-3	-7	1	7	1.2	-4	-18	-14	1.8
CCCOc1ccccc1C1NC(=O)NC(C)=C1C(=O)OCCOCC (stereo not given)	1	-3	6	1	-4	0.8	-4	21	-11	-0.1
COC(=O)c1cc(C(=O)NCc2ccccc2)c(=O)[nH]c1C	1	-1	18	1	2	1	5	-4	-7	0.5
C=CCNC1=C(Cl)C(=O)N(c2cccc(Cl)c2Cl)C1=O	1.1	-8	-5	1.1	9	1	-5	4	-6	0.1
c1ccc(-c2ccccc2OCCn2cncn2)cc1	1	-4	6	1.1	1	1.1	-6	-5	-9	1.2
COc1cc(S(=O)(=O)N2CCOCC2)cc(C(=O)c2nccn2C)c1OC	1.1	-6	3	1	-6	0.9	-2	6	-14	2.5
CCOC(=O)c1c(NC(=O)C2CCCN(S(=O)(=O)c3ccc(C)cc3)C2)sc2c1CCCC2 (stereo not given)	1.1	-7	-4	1.1	6	0.9	-8	10	-9	4.5
Cc1ccc(C2=NNC(C(O)C(O)C(O)CO)S2)cc1 (stereo not given)	1	4	-14	1.1	-4	1	-6	-4	-5	1.0
NC12CC3CC(C1)CC(CO)(C3)O2	1	-1	-7	1	-11	0.9	1	11	-6	0.5
COC(=O)c1cc(OC)c(OC)cc1NC(=O)c1ccc(OC)c(OC)c1	1.1	-8	13	1.1	3	0.9	-6	14	-16	0.8
O=[N+]([O-])c1ccccc1S(=O)(=O)N1CCN(CC2CC=CCC2)CC1 (stereo not given)	1.1	-10	1	1.1	-4	0.9	-6	5	-7	0.9
COc1cccc(C(=O)NC2CCCC2)c1	1	-4	3	1.1	-5	1	-6	4	-11	2.2
COc1cc2ccccc2cc1C(=O)OCC(=O)NC1CCS(=O)(=O)C1 (stereo not given)	1	-2	8	1	-4	1	0	2	-7	0.4
COc1ccc(S(=O)(=O)N(C)CC(=O)N2CCC(C)CC2)cc1Cl	1	-1	7	1	97*	0.9	2	6	-6	0.9
CN1CCN(C(=O)C2CCN(S(=O)(=O)c3ccc4c(c3)oc(=O)n4C)CC2)CC1	1	-1	-13	1	-6	1	-1	-1	-7	1.3
CCOC(=O)c1[nH]c(C)c(CN(CCc2ccccc2)C(=O)CCC(=O)O)c1C	1	-3	-8	1	-6	1	0	-5	-8	0.5
O=C(O)C1CCCN1S(=O)(=O)c1cc(Cl)ccc1Cl (stereo not given)	1	1	-3	1	0	1.1	-2	-5	-12	2.8
CCCCC(=O)Nc1ccc(NC(=O)C(C)C)cn1	1	-2	-5	1	0	0.9	-5	8	-11	1.9
Cc1ccc(C(=O)N/N=C/c2ccc3c(c2)OCO3)o1	0.3	69*	-35	1	-6	1	-2	-3	-6	1.8
C=CCn1c(-c2ccc(S(=O)(=O)N3CCOCC3)cc2)csc1=Nc1ccccc1	1	-5	-4	1	-1	1	-4	3	-8	-0.4
CCOC(=O)C1(Cc2ccc(OC)cc2)CCN(C(=O)CN2CCOC2=O)CC1	1	0	-38	1	1	1	-2	-3	2	-0.6
C=CCn1c(=N)n(CC(=O)OC)c2ccccc21	1	-1	-6	1.1	-3	0.9	-5	12	-12	-0.3
CC1(C)CC(O)C(C)(C)N1O (stereo not given)	1	1	-4	1	-2	1	-2	3	-9	2.2
Cc1csc(NC(=O)CSc2nnc(-c3ccco3)n2C)n1	1	2	13	1	0	1	-5	4	-6	1.4
O=C(Nc1c2c(nc3ccccc13)CCCC2)c1ccccc1Br	1.1	-6	-3	1.1	6	1	-6	2	2	2.3
O=C(O)CC(NC(=O)OCc1ccccc1)c1ccccc1 (stereo not given)	1	-3	-5	1.1	1	0.9	-6	8	-5	-1.0
CN1C(=O)C(/C(N)=N/NC(=O)c2ccccc2)C2CC1(C)Oc1ccccc12 (stereo not given)	0.9	7	4	0.9	-10	0.9	7	8	-156	-0.1
COCCCn1cnc2c(c1=O)c1nc3ccccc3nc1n2-c1ccccc1	1	-4	-3	1.1	6	1.1	-5	-8	-9	3.9
O=C(NC1CCNCC1)C1CC1	1	-4	-22	1	-6	0.9	-1	8	-3	-0.5
Cc1[nH]n(-c2cccc(Cl)c2)c(=O)c1-c1ccc(Cl)cc1	1	-1	10	1.1	53*	0.8	-5	15	-12	2.6
COc1cc2cc(CN(C(=O)NC3CCCCC3)C3CCCC3)c(=O)[nH]c2cc1OC	1	-3	-4	1	5	1	-2	-2	-7	7.2
Cn1c(=O)cc(OCCCC(=O)NCc2ccc3c(c2)OCO3)c2ccccc21	1	-2	-6	1	-2	1	-1	-2	-11	1.3
COc1ccccc1NC(=O)Nc1ccc2[nH]c(=O)[nH]c2c1	1	-4	-16	1	8	1	-3	-2	-3	-0.4
CN1CCN(c2nc3c(c(=O)n(C)c(=O)n3C)n2Cc2cccc3ccccc23)CC1	1	-2	-3	1	19	1	-4	-3	-5	1.4

Full records, quoted from the list. Values in the order: FLuc stim CS, FLuc inh counter, APP transl inh, TNAP act hi DEA, L major viab, bIAP activator, TNAP inh hiacc, bIAP inhibitor, TNAP inh no acc, RAM inhibit
Profile of COc1ccccc1NC(=O)Nc1ccc2[nH]c(=O)[nH]c2c1 = 1, -4, -16, 1, 8, 1, -3, -2, -3, -0.4
Profile of COc1cc2cc(CN(C(=O)NC3CCCCC3)C3CCCC3)c(=O)[nH]c2cc1OC = 1, -3, -4, 1, 5, 1, -2, -2, -7, 7.2
Profile of COCCCn1cnc2c(c1=O)c1nc3ccccc3nc1n2-c1ccccc1 = 1, -4, -3, 1.1, 6, 1.1, -5, -8, -9, 3.9
